High-throughput results: PubChem, several laboratories
IMP-1 inhibitor: inhibitors of Pseudomonas aeruginosa IMP-1 metallo-beta-lactamase | purified IMP-1, nitrocefin hydrolysis, epi-absorbance fluorescence | inhibition, % at 5.6 µM | 0.45% of 290,000 active | AID 1556;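 active means inhibition above the mean plus 3 SD of all compounds in the same screening run, cut at about 4.5% in these data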;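 further: 0% = IMP-1 with DMSO and 100% = DMSO wells lacking enzyme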
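system = purified recombinant IMP-1 beta-lactamase | amount = 0.2 nM IMP-1, as dispensed | medium = HEPES buffer pH 7.1 with ZnSO4 and Brij 35 | times = 25 °C, 15 min preincubation, 25 min reaction | detection = plate fluorescence quenching by hydrolysis product, ex 480/em 530 nm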
pCIP destab: lowers stability of the mouse p/CIP coactivator protein. Q05BA5. F442A p/CIP-EGFP cells, EGFP fluorescence, 16 h. decrease of EGFP signal, % at 10 µM. 0.01% of 290,000 active. AID 1984;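 active means EGFP signal decrease of at least 30% at 10 µM or well 3 SD below plate mean, unless failing retest; inactive means the rest, including hits failing retest or dose response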; further: some compounds called inactive have numbers as strong as hits; many of its hits are not listed in these tables
HCV NS3 hel inh: HCV NS3 helicase inhibition | inhibition, % at 10.9 µM | NS3 helicase DNA unwinding, Cy5 molecular beacon fluorescence | 0.56% of 290,000 active | AID 1800;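 active means inhibition above the mean of all tested compounds plus 3 SD, set per campaign, cut at about 35% in these data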;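 further: 0% = DMSO wells and 100% = thioflavine S control wells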
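Test system: hepatitis C virus NS3 helicase domain fragment enzyme. Also added: annealed dual-labelled DNA beacon duplex, ATP-started. Timing: 60 min unwinding reaction at 25 °C after ATP addition. Technique: Cy5 fluorescence. Measure: % inhibition of unwinding.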
PfM18AAP inh: blocks P. falciparum M18 aspartyl aminopeptidase. recombinant PfM18AAP, H-Glu-NHMec fluorogenic cleavage. inhibition, % at 7.35 µM. 1.2% of 290,000 active;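 active means inhibition above the campaign mean inhibition over all tested compounds plus 3 SD, cut at about 28% in these data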;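 further: 0% = plate median of test compound wells and 100% = 2 mM ZnCl2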
IDE act: activators of human insulin-degrading enzyme in cells; P14735; 0.073% of 340,000 active; activation, % at 5.96 µM; HEK cells, FAbeta-B cleavage, fluorescence polarization; 0% vehicle, 100% cell-free pure enzyme wells;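 active means activation above the mean of all tested compounds plus 3 SD, set per screening campaign, cut at about 17% in these data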
Target sequence (P14735 whole entry, looked up): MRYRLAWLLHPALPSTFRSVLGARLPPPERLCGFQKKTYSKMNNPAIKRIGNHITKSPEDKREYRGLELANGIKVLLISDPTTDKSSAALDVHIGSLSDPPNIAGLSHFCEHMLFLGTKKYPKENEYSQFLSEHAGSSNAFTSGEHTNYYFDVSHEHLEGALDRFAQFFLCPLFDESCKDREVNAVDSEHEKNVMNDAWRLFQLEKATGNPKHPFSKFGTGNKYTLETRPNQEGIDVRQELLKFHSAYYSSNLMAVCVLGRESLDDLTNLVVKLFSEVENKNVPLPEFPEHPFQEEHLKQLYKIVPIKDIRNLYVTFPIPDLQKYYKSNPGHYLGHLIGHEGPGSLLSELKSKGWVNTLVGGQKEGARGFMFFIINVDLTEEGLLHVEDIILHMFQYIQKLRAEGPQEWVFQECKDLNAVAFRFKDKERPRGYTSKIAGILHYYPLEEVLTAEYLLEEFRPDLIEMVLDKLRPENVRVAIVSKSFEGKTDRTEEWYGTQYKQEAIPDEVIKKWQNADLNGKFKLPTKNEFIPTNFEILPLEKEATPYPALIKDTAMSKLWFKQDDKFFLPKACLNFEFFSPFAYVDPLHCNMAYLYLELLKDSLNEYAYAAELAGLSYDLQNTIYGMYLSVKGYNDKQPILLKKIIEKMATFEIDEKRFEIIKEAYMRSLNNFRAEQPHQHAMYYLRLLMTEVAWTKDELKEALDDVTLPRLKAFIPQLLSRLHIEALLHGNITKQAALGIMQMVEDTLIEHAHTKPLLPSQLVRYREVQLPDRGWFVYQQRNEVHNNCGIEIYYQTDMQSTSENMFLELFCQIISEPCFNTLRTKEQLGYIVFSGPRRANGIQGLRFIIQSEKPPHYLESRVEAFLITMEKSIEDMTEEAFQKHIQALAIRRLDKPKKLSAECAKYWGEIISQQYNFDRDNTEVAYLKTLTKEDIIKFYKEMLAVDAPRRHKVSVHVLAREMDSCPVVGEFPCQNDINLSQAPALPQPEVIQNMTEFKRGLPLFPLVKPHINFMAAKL
VIM-2 inhibitor: blocks Pseudomonas aeruginosa VIM-2 metallo-beta-lactamase | purified VIM-2, nitrocefin hydrolysis, epi-absorbance fluorescence | inhibition, % at 5.6 µM | 0.89% of 290,000 active;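 active means inhibition above the mean of all tested compounds plus 3 SD, cutoff set per screening run, cut at about 7.5% in these data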;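 further: red hydrolysis product quenches plate fluorescence so inhibitors raise well fluorescence; 0% = enzyme with DMSO and 100% = DMSO without enzyme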
DNA FID counter: displaces DNA intercalator in HCV helicase counter-screen; inhibition, % at 7.9 µM; 0.17% of 290,000 active; DNA fluorescent intercalator displacement, fluorescence; in the data active means inhibition above about 37%;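 further: 0% = vehicle and 100% = reference compound; higher means more ethidium bromide displaced from hairpin DNA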
IDE inh: inhibits human insulin-degrading enzyme in HEK cells | P14735 | inhibition, % at 5.59 µM | AID 434962 | 0.41% of 320,000 active | FAbetaB cleavage, fluorescence polarization;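 active means percent inhibition above the average of all tested compounds plus 3 SD, set per screening campaign, cut at about 16% in these data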;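 further: IDE supplied by intact live HEK cells; FP after avidin binding of uncleaved biotin substrate so inhibition keeps polarization high; 0% = DMSO wells and 100% = 60 µM reference IDE inhibitor Ii1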
UBC9 SUMO inh: blocks human SUMOylation mediated by UBC9; P63279; inhibition, % at 35 µM; HTRF SUMOylation assay, SAE1/SAE2 + UBC9, in vitro; 0.36% of 290,000 active; in the data active means inhibition above about 50%, passing the limit was not always enough; further: strong numbers were not always called active
An asterisk follows results filed as active; nt = no result given.

1: NNc1nc2c(Cl)ccc(Cl)c2s1
2: O=C(NCCN1CCN(Cc2ccc([N+](=O)[O-])cc2)CC1)C(=O)Nc1ccccc1
3: Cc1c(C(=O)OC(C)C)[nH]c2c1C(=O)CC(C)(C)C2
4: COc1ccc(CCNC(=O)CSc2nnc(-c3ccccc3)c3ccccc23)cc1OC
5: CCOc1cc(C(C#N)N2CCCCC2)ccc1OC (stereo not given)

assay / compound,1,2,3,4,5
IMP-1 inhibitor,-1.9,0.9,-7.8,-1.1,-0.2
pCIP destab,1,-20,-5,-10,8
HCV NS3 hel inh,8,-1,4,-17,-1
PfM18AAP inh,10,10,-8,-2,-4
IDE act,1,-2,-5,1,-1
VIM-2 inhibitor,2.4,4.9,-3.6,-2.7,-2.7
DNA FID counter,3,0,-5,-34,-2
IDE inh,1,2,0,0,1
UBC9 SUMO inh,51,6,5,-3,20

6: CCN(CC)S(=O)(=O)c1ccc(NC(=O)CCNC(=O)c2ccccc2)cc1
7: Cn1c(=O)c2c(nc(CN3CCN(C(=O)c4ccco4)CC3)n2CCCO)n(C)c1=O
8: CCOc1cc(/C=N/NC(=O)c2cc(C3CC3)[nH]n2)ccc1O
9: COc1cc([N+](=O)[O-])ccc1NC(=S)NNC(=O)c1ccc2c(c1)OCO2
10: O=C(CSc1nnc(NC(=O)c2c(F)cccc2F)s1)NCc1ccccc1

assay / compound,6,7,8,9,10
IMP-1 inhibitor,-4.0,-1.8,-0.5,-4.1,-2.7
pCIP destab,0,6,4,2,3
HCV NS3 hel inh,3,13,15,14,1
PfM18AAP inh,2,-3,2,8,-4
IDE act,1,0,2,-6,2
VIM-2 inhibitor,-4.2,-1.1,-2.9,-8.2,33*
DNA FID counter,-24,-12,-2,-26,-10
IDE inh,nt,4,-3,2,-5
UBC9 SUMO inh,-1,-2,0,-18,19

11: COC(=O)C(NC(C)=O)(Nc1nc(C)cs1)C(F)(F)F (stereo not given)
12: COc1ccccc1/C=C/C(=O)Nc1ccc(S(=O)(=O)Nc2cc(C)nc(C)n2)cc1
13: CC(NC(=O)CCc1nnc(Cc2cccc(C(F)(F)F)c2)o1)C1CC1 (stereo not given)
14: Cc1ccccc1OCC(O)CN1CCN(CC(O)COc2ccccc2C)CC1 (stereo not given)
15: CC(=O)Oc1ccc(/C=C2/Oc3ccccc3C2=O)cc1

assay / compound,11,12,13,14,15
IMP-1 inhibitor,-3.5,-1.2,-4.0,-2.3,-2.3
pCIP destab,-19,9,-12,-11,-6
HCV NS3 hel inh,0,-1,-2,-14,1
PfM18AAP inh,-3,6,2,0,-4
IDE act,-3,-1,-1,-2,-47
VIM-2 inhibitor,-1.6,-2.0,-5.9,-2.4,-1.6
DNA FID counter,1,-24,-7,21,3
IDE inh,3,5,6,4,28*
UBC9 SUMO inh,14,13,19,-14,17

16: C=CCSC1=N/C(=C\c2cccnc2)C(=O)N1c1ccc(OC)cc1
17: N#Cc1c(C(F)(F)F)cc(=O)[nH]c1SCC(=O)O
18: CCn1ccc(C(=O)NC2C(=O)N3C(C(=O)O)=C(C)CSC23)n1 (stereo not given)
19: CSc1nc2c(c(=O)[nH]1)CCCC2
20: CCN1C(=O)C2(C(C#N)=C(N)Oc3c2c(C)nn3-c2ccccc2)c2ccccc21 (stereo not given)

assay / compound,16,17,18,19,20
IMP-1 inhibitor,-4.5,-1.5,-1.0,-4.4,-7.1
pCIP destab,-4,-21,0,-1,-13
HCV NS3 hel inh,-28,-10,6,-3,15
PfM18AAP inh,-3,25,17,-6,0
IDE act,-5,-2,-2,1,7
VIM-2 inhibitor,2.5,2.0,-0.5,-2.4,-5.4
DNA FID counter,-13,5,4,-1,-20
IDE inh,5,0,5,-2,0
UBC9 SUMO inh,11,0,-3,-1,23

21: Cc1oc(-c2cccc(Cl)c2)nc1CN1CCC(C(=O)NC2CC2)CC1
22: CC1CCN(C(=O)c2ccccc2NC(=O)c2cccc(S(=O)(=O)N3CCOCC3)c2)CC1
23: Cc1ccc(C)c(S(=O)(=O)N2CCN(CC(=O)Nc3sccc3C#N)CC2)c1
24: C[C@H]1C=C(C(=O)NCc2ccccc2)O[C@@H](OCc2ccc(CO)cc2)C1
25: COc1cc(CN2CCN(c3ccc(C)cc3)CC2)cc([N+](=O)[O-])c1O

assay / compound,21,22,23,24,25
IMP-1 inhibitor,-2.4,-2.5,-3.6,-1.9,-2.9
pCIP destab,7,-4,2,-12,-7
HCV NS3 hel inh,3,-2,-1,3,10
PfM18AAP inh,-5,-2,2,5,-12
IDE act,3,-1,-6,3,nt
VIM-2 inhibitor,-2.5,-2.6,-2.5,-0.8,-1.4
DNA FID counter,-1,-23,-32,-21,5
IDE inh,4,nt,4,6,7
UBC9 SUMO inh,2,-1,3,8,22

Results in sequence from the list.
DNA FID counter for nos. 13 to 23 → -7, 21, 3, -13, 5, 4, -1, -20, -1, -23, -32
PfM18AAP inh for nos. 13 to 23 → 2, 0, -4, -3, 25, 17, -6, 0, -5, -2, 2

Later entries.
26: N=C1C(c2nc3ccccc3s2)=C(O)CN1NC(=O)c1ccco1
27: CS(=O)(=O)NCc1nnc(SCc2ccc(C(F)(F)F)cc2)o1
28: CCN(CC)CCNC(=O)C1CCC(=O)N1CCc1ccccc1 (stereo not given)
29: CCOC(=O)/C=C1\SCC(=O)N1CC(=O)Nc1ccc2c(c1)CCC2
30: CCc1cccc(NC(=O)c2ccc(Cn3c(=O)[nH]c4ccsc4c3=O)cc2)c1

assay / compound,26,27,28,29,30
IMP-1 inhibitor,-3.6,-0.4,4.2,0.6,0.5
pCIP destab,2,4,-16,-12,-5
HCV NS3 hel inh,10,0,6,-7,-15
PfM18AAP inh,-9,-3,-3,9,1
IDE act,7,-4,6,6,12
VIM-2 inhibitor,-1.9,0.6,-3.3,-1.5,-1.0
DNA FID counter,-5,-6,1,-10,-9
IDE inh,2,7,7,0,4
UBC9 SUMO inh,22,-6,5,6,26

31: CCOc1ccc(N(C(C)C(=O)N2CCCC2)S(C)(=O)=O)cc1 (stereo not given)
32: O=c1[nH]c(/C=C/c2ccccc2F)nc2ccccc12
33: C/C=C\C=C/C(=O)Nc1cccc(C2=NOC3(C2)C[C@@H](C(N)=O)N(C(=O)/C=C/CC)C3)c1 (stereo not given in full)
34: COc1ccc(CNc2nc3ccccc3n2Cc2ccccc2)cc1OC
35: Cc1cc(Nc2ccccc2)n(-c2nc3ccccc3[nH]2)n1

assay / compound,31,32,33,34,35
IMP-1 inhibitor,-1.3,-1.6,nt,-2.1,-4.0
pCIP destab,-10,12,-14,-3,1
HCV NS3 hel inh,-7,-2,nt,-25,-2
PfM18AAP inh,-9,1,nt,6,5
IDE act,1,6,-2,4,6
VIM-2 inhibitor,-1.9,-2.4,nt,-8.0,-3.6
DNA FID counter,-5,-8,nt,-3,0
IDE inh,-1,nt,0,-1,1
UBC9 SUMO inh,12,33,34,-13,-14

36: Cc1ccc(C(=O)OC2CCOC2=O)cc1NC(=O)c1ccco1 (stereo not given)
37: C=CCn1c(SCC(=O)Nc2ncc(Cc3ccc(C)c(Cl)c3)s2)nnc1-c1ccncc1
38: Cc1ccc(C(C)C)c(OCCCCN2CCNCC2)c1
39: C=CCNC(=O)C1CCN(c2cnccn2)CC1
40: CCCCSc1nc2c(cnn2-c2ccc(F)cc2)c(=O)[nH]1

assay / compound,36,37,38,39,40
IMP-1 inhibitor,-2.6,-2.6,0.6,-3.7,-4.1
pCIP destab,-4,-5,1,1,-1
HCV NS3 hel inh,-1,3,-46,-1,-2
PfM18AAP inh,2,4,-1,5,-15
IDE act,4,6,3,-2,3
VIM-2 inhibitor,-1.1,-0.9,1.3,-1.9,-2.3
DNA FID counter,-1,-3,21,-3,-4
IDE inh,-2,6,0,-4,-1
UBC9 SUMO inh,-1,24,6,-2,4

Rewritten field by field: entries from further up
39. C=CCNC(=O)C1CCN(c2cnccn2)CC1
  IMP-1 inhibitor = -3.7 | pCIP destab = 1 | HCV NS3 hel inh = -1 | PfM18AAP inh = 5 | IDE act = -2 | VIM-2 inhibitor = -1.9 | DNA FID counter = -3 | IDE inh = -4 | UBC9 SUMO inh = -2

40. CCCCSc1nc2c(cnn2-c2ccc(F)cc2)c(=O)[nH]1
  IMP-1 inhibitor = -4.1 | pCIP destab = -1 | HCV NS3 hel inh = -2 | PfM18AAP inh = -15 | IDE act = 3 | VIM-2 inhibitor = -2.3 | DNA FID counter = -4 | IDE inh = -1 | UBC9 SUMO inh = 4

(listing goes on)
41: CCN(CC1CCCO1)C(=O)C1CCN(C2CCN(Cc3ccccc3C)CC2)CC1 (stereo not given)
42: O=C(NCc1cccnc1)C(=O)N/N=C/c1ccccc1[N+](=O)[O-]
43: CCOc1oc(-c2ccc(OC)cc2)nc1C(F)(F)F
44: CN(C)c1ccnc(-n2cccc2/C=N/OCc2ccccc2)c1C#N
45: O=C(Nc1ccc2nc(-c3ccccc3)[nH]c2c1)c1ccco1

assay / compound,41,42,43,44,45
IMP-1 inhibitor,-3.3,-5.2,-2.7,0.3,-2.4
pCIP destab,-22,1,2,-13,2
HCV NS3 hel inh,-3,-2,1,3,1
PfM18AAP inh,-2,-1,-14,6,-1
IDE act,1,3,-1,-1,-7
VIM-2 inhibitor,-0.3,-1.8,-3.1,-2.2,-0.5
DNA FID counter,7,0,1,-9,1
IDE inh,6,4,10,-4,2
UBC9 SUMO inh,8,12,-15,29,2

46: COc1cc(C(=O)NC(=S)N2CCCCCC2)cc(OC)c1OC
47: O=C(NNc1nc2ccccc2nc1C(F)(F)F)c1ccccc1
48: O=C1NC(=O)C2C1C(c1cccs1)NN2Cc1ccccc1 (stereo not given)
49: O=C(O)c1cccc(NS(=O)(=O)c2ccc3c4c(cccc24)C(=O)N3)c1
50: COc1ccc(NC(=O)Cn2nnc(-c3ccc(CN4CCOCC4)cc3)n2)c(OC)c1

assay / compound,46,47,48,49,50
IMP-1 inhibitor,-1.2,-3.6,-3.1,-2.9,-4.2
pCIP destab,10,-5,-2,7,5
HCV NS3 hel inh,2,18,-19,5,8
PfM18AAP inh,-2,34*,6,14,3
IDE act,-2,4,4,0,5
VIM-2 inhibitor,-2.9,-3.3,-3.5,-0.4,-3.3
DNA FID counter,-13,-2,-5,-4,9
IDE inh,-4,-3,-3,-3,2
UBC9 SUMO inh,-15,-10,4,10,-2

51: CC(=O)c1ccccc1NS(=O)(=O)c1cccc2nsnc12
52: Cc1ccc(NC(=O)COC(=O)[C@H](C)NC(N)=O)c(C)c1
53: Cc1ccc(S(=O)(=O)N2CCC(C(=O)N[C@H](C(=O)NCC3CCCO3)C(C)C)CC2)cc1 (stereo not given in full)
54: CCN(Cc1ccccc1)C(=O)C1CCN(S(=O)(=O)c2ccc3c(c2)OCCO3)CC1
55: CN(CC(=O)NCCc1ccccc1)Cc1ccco1

assay / compound,51,52,53,54,55
IMP-1 inhibitor,-1.4,-1.2,-1.6,-1.9,-4.0
pCIP destab,13,-3,4,8,-5
HCV NS3 hel inh,-1,-6,-2,-10,4
PfM18AAP inh,-8,-3,-3,0,10
IDE act,3,-1,0,3,-1
VIM-2 inhibitor,0.7,-0.4,1.6,-2.2,-3.3
DNA FID counter,-2,-2,-19,-52,-10
IDE inh,7,1,4,-2,1
UBC9 SUMO inh,6,15,-2,2,3
